# RXFP1 antag = qHTS Assay for Antagonists of the Relaxin Receptor RXFP1; HEK293-RXFP1, relaxin-stimulated cAMP HTRF, 30 min; hits give low values; activity change, negative = inhibition, % at 57.5 µM; hit rate 0.59% among 350,000; AID 1259400, 2018;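 active = activity change of -60% or lower, but not beyond a set lower limit; inconclusive = change between -60% and -40%, or beyond the set limit; inactive = change above -40%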
# Target sequence (Q9HBX9 whole entry, looked up): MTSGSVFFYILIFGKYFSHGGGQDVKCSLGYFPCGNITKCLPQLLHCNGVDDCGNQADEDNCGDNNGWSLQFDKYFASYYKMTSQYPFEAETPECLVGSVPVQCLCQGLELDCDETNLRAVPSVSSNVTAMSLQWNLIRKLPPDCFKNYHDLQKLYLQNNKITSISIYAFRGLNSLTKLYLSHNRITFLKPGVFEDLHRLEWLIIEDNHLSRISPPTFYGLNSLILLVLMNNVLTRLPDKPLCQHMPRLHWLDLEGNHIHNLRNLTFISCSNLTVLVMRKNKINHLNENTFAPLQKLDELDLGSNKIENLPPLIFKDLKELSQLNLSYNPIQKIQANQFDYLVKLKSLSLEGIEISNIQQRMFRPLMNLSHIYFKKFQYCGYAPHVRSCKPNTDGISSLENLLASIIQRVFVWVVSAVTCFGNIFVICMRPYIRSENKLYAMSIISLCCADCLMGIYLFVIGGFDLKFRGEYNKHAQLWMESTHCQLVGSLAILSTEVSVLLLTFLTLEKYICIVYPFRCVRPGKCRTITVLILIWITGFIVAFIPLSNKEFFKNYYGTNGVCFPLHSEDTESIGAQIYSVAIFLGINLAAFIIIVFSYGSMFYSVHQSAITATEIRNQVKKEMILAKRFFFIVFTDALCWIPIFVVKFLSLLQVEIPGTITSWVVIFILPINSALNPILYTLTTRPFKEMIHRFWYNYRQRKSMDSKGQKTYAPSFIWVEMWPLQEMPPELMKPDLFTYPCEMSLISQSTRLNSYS
# * marks the source's active call; other numbers are inactive results; ? = inconclusive. % is set by controls: 0 for no effect and ±100 for the full control effect.
mol	RXFP1 antag
O=C(CNC(=O)c1cc(Cl)cc([N+](=O)[O-])c1)NC1CC1	0.6
CC1CN(S(=O)(=O)c2cccc(C(=O)N(C)C3CCCCC3)c2)CC(C)O1 (configuration not stated)	-3.2
CSc1ccccc1C(=O)OCC(=O)NC1CCCCCCC1	-3.6
CCN(C(=O)CSc1nc(C)cc(=O)[nH]1)C1CCCCC1	-5.4
Cc1ccc(CNC(=O)CCNC(=O)c2ccc([N+](=O)[O-])cc2)cc1	-7.3
O=C(Nc1ccc2c(c1)C(N1CCOCC1)c1ccccc1-2)C(F)(F)F (configuration not stated)	-15.8
CC(=O)Nc1ccc(C(=O)NNC(=O)c2csc(N3CCOCC3)n2)cc1	17.7
Cc1ccc(NC(=O)CNc2cccc(Br)c2)cc1S(=O)(=O)N1CCOCC1	2.3
O=c1oc2ccccc2c(=O)c2ccccc12	10.6
Cc1ccc(CCNc2ccc3ccccc3c2)cn1	3.7
CCC1(CC)NC(=O)N(CC(=O)Nc2ccc(C)cc2C)C1=O	-3.6
O=C1CCCN1CCCNS(=O)(=O)c1cccs1	0.9
COc1ccc(C(=O)N[C@H](C(=O)Nc2cccc(S(=O)(=O)N3CCOCC3)c2)C(C)C)cc1	6.6
Oc1cc(CNC2CCCCC2)c(O)cc1CNC1CCCCC1	-11.4
O=C1NC(Cc2ccc(O)cc2)c2nc3cc(F)c(F)cc3c(=O)n2-c2ncccc21 (configuration not stated)	0.4
COc1ccc(N2CC(C(=O)Nc3nnc(SCC(=O)NCC4CCCO4)s3)CC2=O)cc1 (configuration not stated)	-13.7
O=C(c1ccccc1Cl)N1CCN(c2ncccn2)CC1	4.9
CCOC(=O)C1CCCC12Nc1cccc3cccc(c13)N2 (configuration not stated)	1.6
O=S1(=O)C[C@@H](N2CCN(c3ccccn3)CC2)[C@H](COCc2ccccc2)N1	2.4
COc1cc(OC)c(C(=O)Nc2ncn[nH]2)cc1OC	-5.3
CS(=O)(=O)c1ccc2nc(NC(=O)C3CC3)sc2c1	-2.9
Nc1c(N(CCCO)C(=O)CCCN2C(=O)c3cccc4cccc(c34)C2=O)c(=O)[nH]c(=O)n1Cc1ccccc1	-4.3
CN(C)c1ccc(C(=N)Cc2ccc3ccccc3n2)cc1	-3.4
Cc1ccc(S(=O)(=O)N2C[C@H]3C(=O)C[C@@H](c4cccc5ccccc45)N(S(=O)(=O)c4ccc(C)cc4)[C@H]3C[C@H]2c2ccc(Cl)cc2)cc1	-3.7
CCCc1ncc(CN2CCCCC2C(=O)Nc2ccc(Oc3ccccc3)nc2)cn1 (configuration not stated)	-17.4
CC1CCCCC1NC(=O)CSc1ncnc2sccc12 (configuration not stated)	14.1
CC(=O)N1CCCc2cc(S(=O)(=O)N(C)CC(=O)Nc3ccccc3)ccc21	-4.4
CCCCCC(=O)N1C[C@H](n2cc(COC(=O)c3ccccc3)nn2)[C@@H](O)C[C@@H]1c1ccc(OC)cc1	5.7
Cc1ccc(S(=O)(=O)N2CCCOC2CNC(=O)C(=O)NCCc2ccco2)cc1 (configuration not stated)	7.6
COc1ccc(/C=C2\SC(=Nc3ccccc3Cl)NC2=O)c(OC)c1	-2.2
Cc1cn([C@H]2C[C@H](O)[C@@H](CNCc3ccccc3)O2)c(=O)[nH]c1=O	8.4
O=C(COC(=O)c1nc(Cl)ccc1Cl)Nc1cccc(S(=O)(=O)N2CCOCC2)c1	-3.4
CCOC(=O)C1=C(C)NC(C)=C(C(=O)OCC)C1c1nc2ccccc2[nH]1	4.8
COc1cc(/C=C2/SC(=S)N(CCC(=O)N3CCN(C)CC3)C2=O)cc(OC)c1OC	-2.1
CCCN(C(=O)CSCc1ccc(C)cc1)c1c(N)n(Cc2ccccc2)c(=O)[nH]c1=O	8.9
O=C(NCCc1ccccc1)c1ccccc1C(=O)NCCc1ccccc1	8.1
COc1ccccc1N1CCN(S(=O)(=O)CCNC(=O)C(C)Oc2ccccc2)CC1 (configuration not stated)	0.4
c1ccc2cc(N3CCCCC3)ccc2c1	-22.1
Cc1cccc(C)c1OCc1cc(C(=O)N2CCC(C3CCCCC3)C2)no1 (configuration not stated)	-17.1
COc1ccc(-c2ccc(CN3C(C)C(=O)N(Cc4cn(CCC5OCCCO5)nn4)CCS3(=O)=O)cc2)cc1 (configuration not stated)	-9.3
Cc1ccc(S(=O)(=O)NCC(=O)OCCOc2ccccc2F)cc1	-12.0
CCN(CC)c1ccc(C2NC(=O)c3ccccc3N2)cc1 (configuration not stated)	-7.0
C[C@H](O)[C@@H]1CN2CCc3c([nH]c4ccccc34)[C@@H]2C[C@@H]1N(C)C(=O)Nc1cc(Cl)cc(Cl)c1	-4.3
COc1ccccc1N(CC(=O)N1CCN(Cc2ccccc2)CC1)S(=O)(=O)c1ccccc1	-0.2
O=C(Nc1cc(C(F)(F)F)ccc1N1CCOCC1)c1cccc(S(=O)(=O)N2CCOCC2)c1	0.3
CCN(C(=O)COC(=O)CCC(=O)c1cccs1)C1CCCCC1	7.8
O=C(CN1CCOCC1)Nc1cccc([N+](=O)[O-])c1	-13.2
CC(=O)Nc1ccc(NCc2ccc(-c3ccccc3)cc2)cc1	-10.5
COc1cc(O)cc(O)c1	-14.1
COc1cccc(COC(=O)c2cc(S(=O)(=O)N3CCOCC3)ccc2Cl)c1OC	-11.9
Nc1cc(Br)cc2c1[nH]c(=O)c1ccccc12	-4.3
COCCN(C(=O)COC(=O)CCC1CCCCC1)c1c(N)n(Cc2ccccc2)c(=O)[nH]c1=O	-2.5
COc1cc(CC(=O)NNC(=O)c2cccs2)cc(OC)c1OC	-3.6
Cc1nc(NC(=O)CSc2nnc(C3CC3)n2N)c(Cl)cc1Cl	-10.1
CCCCCCCSc1ncnc2[nH]ncc12	12.0
CCc1nnc(NC(=O)CSc2nnc(CNC(=O)c3ccccc3)o2)s1	16.6

# The results go on:
mol	RXFP1 antag
CC(=NNC(=S)N1CCN(c2ccccn2)CC1)c1ccccn1	0.1
COC(=O)C1=C/C=C\CN(C(c2ccccc2)c2ccccc2)/C=C\1C(=O)OC	-5.8
O=C(COc1ccc(Oc2ccccc2)cc1)NC1CCS(=O)(=O)C1 (configuration not stated)	4.0
Cc1ccc(C)c(S(=O)(=O)N2CCN(C(=O)CCC(=O)NCc3ccc(Cl)cc3Cl)CC2)c1	1.1
Cc1ccc(S(=O)(=O)N2CCOCC2)cc1C(=O)OCC(=O)N1CCCCC1	-6.3
CC(=O)OC1CCC2C3CCc4cc(OP(=O)(N5CC5)N5CC5)ccc4C3CCC12C (configuration not stated)	0.3
O=C(COc1ccccc1C(=O)O)Nc1cccc2ccccc12	3.5
COc1ccc(CC(=O)OCC(=O)NCc2ccc(F)cc2)cc1	6.0
O=C(CC1Sc2ccccc2NC1=O)NNc1ccc(F)cc1 (configuration not stated)	-14.1
Cc1cc(C)cc(C(=O)NCC(=O)OCC(=O)NC2CCCc3ccccc32)c1 (configuration not stated)	2.0
Cc1nc(-c2ccccc2)nn1-c1ccc([N+](=O)[O-])cc1	-2.5
CCOc1cc(C(=O)Nc2ccc(S(=O)(=O)Nc3onc(C)c3C)cc2)cc(OCC)c1OCC	-2.1
CCN(C(=O)COC(=O)c1cc(OC)ccc1Br)C1CCS(=O)(=O)C1 (configuration not stated)	16.5
COc1c(C(=O)Nc2ccccc2N2CCOCC2)cc2ccccc2c1Br	-27.1
Cc1ccc(S(=O)(=O)Nc2nc(CN3CCOCC3)nc3sc(C(=O)O)c(C)c23)cc1	1.2
C[C@H](CO)N1C[C@H](C)[C@H](CN(C)Cc2cccc(O)c2)OCc2ccccc2-c2c(n(C)c3ccccc23)C1=O	-4.6
COc1ccc(-c2ccc(CN3C(C)C(=O)N(Cc4cn(CCC5OCCO5)nn4)CCS3(=O)=O)cc2)cc1OC (configuration not stated)	10.3
CSc1c(CN2CCN(C)CC2)c2ccccc2n1C	-21.8
COC(=O)C1=C(C(=O)OC)C2C=CC1C1C(OC(C)=O)C(OC(C)=O)C21 (configuration not stated)	7.3
CC(=O)N1CCN(S(=O)(=O)c2cccc(C(=O)OCC(=O)NCc3ccccc3Cl)c2)CC1	0.5
O=S(=O)(NN=C1CCCCCCC1)c1ccccc1	-6.2
Cc1cc(C)c2c(c1)CC(C)(C)CC2=O	3.0
COc1cccc(C(=O)C(=O)c2cccc(OC)c2OC)c1OC	2.4
C[C@@H]1CN([C@@H](C)CO)C(=O)CCCn2nncc2CO[C@H]1CN(C)S(=O)(=O)c1ccc2c(c1)OCCCO2	12.6
CCCN(CC(=O)Nc1ccccc1OC)C(=O)c1ccc(S(=O)(=O)Nc2ccccc2OC)cc1	-15.5
COc1ccc(NC(=O)c2ccc3c(c2)S(=O)(=O)N=C2CCCCCN23)cc1S(N)(=O)=O	-9.8
COc1ccc(Cl)cc1CC=NNC(=O)c1ccncc1	-12.2
Cc1ccsc1C(=O)NNC(=O)c1ccccc1F	-3.3
Cc1cccc(NC(=O)COC(=O)c2ccc3nc(C)c(C)nc3c2)c1	?
O=C(O)C1c2ccccc2Cc2ccccc21	4.3
C[C@]12CC[C@@H]3c4ccc(O)cc4C[C@@H](CCCCCCCCCS(=O)CCCC(F)(F)C(F)(F)F)[C@H]3[C@@H]1CC[C@@H]2O (some centres not stated)	11.6
CCN(CC)C(=O)c1cccc(NC(=O)C2CCN(C(=O)c3cccs3)CC2)c1	-2.8
CC(C)=CC(=O)Nc1cccc(S(=O)(=O)NC2=NCCCCC2)c1	2.8
Cc1ccc(C(=O)NCC(=O)Nc2ccc3c(c2)CCC3)cc1	?
c1ccc2oc(-c3ccc(Nc4nc(N5CCOCC5)nc(N5CCOCC5)n4)cc3)nc2c1	-18.1
CCOC(=O)c1ccc(NC(=O)CNNC(=O)COc2ccccc2C)cc1	2.6
COc1ccc(C(=O)NC(=O)COC(=O)C2CC2C)cc1 (configuration not stated)	-4.3
CCN(CC)S(=O)(=O)c1ccc(C(=O)NCC(=O)NCc2ccc3c(c2)OCO3)cc1	1.7
CN(C)CCOC1c2ccccc2CSc2ccccc21 (configuration not stated)	-1.4
CC1CCCN(C(=O)COC(=O)COc2ccc(Cl)cc2)C1 (configuration not stated)	-10.5
CC(=O)c1ccccc1C(=O)N1CCCC(CNC(=O)c2ccc(F)cc2)C1 (configuration not stated)	-2.9
O=c1c2ccccc2ncn1CCc1ccncc1	0.7
CCn1cc(/C=C(\NC(=O)c2ccccc2OC)C(=O)NCCN2CCOCC2)c2ccccc21	2.6
CC(C)CNC(=S)N1CCC(C(=O)c2ccc(Cl)cc2)CC1	0.8
CC1CCN(C(=O)c2ccc(N3CCOCC3)c([N+](=O)[O-])c2)CC1	-3.4
O=C(NCCCOc1ccc([N+](=O)[O-])cc1Cl)OCc1ccccc1	-5.2
Cc1ccc(Cc2c(-c3ccc(F)cc3)nc3cc(C)ccn23)cc1	-6.6
CC(C)(C)C(=O)NCc1ccc(C(=O)CSc2nnc3n2CCCCC3)s1	10.3
CCOC(=O)c1c(NC(=O)COC(=O)c2ccc(S(=O)(=O)C(F)F)cc2)sc(C(=O)N(C)C)c1C	1.9
Cc1c(NC(=O)c2ccc(Cl)c([N+](=O)[O-])c2)cccc1-n1cnnn1	-25.6
C/C(=N\Nc1cc(-c2ccccc2)nc(-c2ccc(Br)cc2)n1)c1cccc(N)c1	9.0
Nc1nc2ccccc2n1Cc1ccc(F)cc1	-6.6
O=C1Nc2cc(C(=O)N3CCOCC3)ccc2S/C1=C/c1ccccc1F	-7.2
C[C@@H](NCCCc1cccc(C(F)(F)F)c1)c1cccc2ccccc12	-68.2*
O=C(Nc1ccc(Br)cc1F)c1nc[nH]c1C(=O)N1CCc2ccccc2C1	2.7
C[C@@H]1CN([C@H](C)CO)C(=O)CCCn2nncc2CO[C@H]1CN(C)Cc1ccc2c(c1)OCO2	-1.0

# Carrying on.
mol	RXFP1 antag
CCOC(=O)C1CN(Cc2ccccc2)C(=O)C1=O (configuration not stated)	-2.6
COC(=O)c1cc(NC(=O)COC(=O)CCc2nc3ccccc3c(=O)[nH]2)cc(C(=O)OC)c1	2.3
COc1cc(CC(=O)OCC(=O)N2CCN(C(=O)c3ccco3)CC2)cc(OC)c1OC	8.7
N#CC(c1ccc([N+](=O)[O-])cc1)C(CC(=O)c1ccccc1)c1ccccc1 (configuration not stated)	-1.1
COC(=O)[C@H]1C[C@@]2(O)CN(S(=O)(=O)c3ccc(C)cc3)C[C@@]2(OC(=O)NCC2CCCCC2)C[C@H]1C(=O)OC	-10.4
O=C(COC(=O)c1cc(S(=O)(=O)N2CCOCC2)ccc1Cl)c1ccc[nH]1	1.1
COc1ccc(-c2cncnc2N)cc1OC	7.8
COc1ccc(CSc2ccc(S(=O)(=O)N3CCCC3)cn2)cc1F	-2.3

# In another format: three of the compounds above
canonical_smiles: N#CC(c1ccc([N+](=O)[O-])cc1)C(CC(=O)c1ccccc1)c1ccccc1 (configuration not stated)
  RXFP1 antag: -1.1

canonical_smiles: COC(=O)[C@H]1C[C@@]2(O)CN(S(=O)(=O)c3ccc(C)cc3)C[C@@]2(OC(=O)NCC2CCCCC2)C[C@H]1C(=O)OC
  RXFP1 antag: -10.4

canonical_smiles: O=C(COC(=O)c1cc(S(=O)(=O)N2CCOCC2)ccc1Cl)c1ccc[nH]1
  RXFP1 antag: 1.1

# Next part:
mol	RXFP1 antag
CC(Oc1ccccc1F)C(=O)NNC(=O)Cc1ccc(S(=O)(=O)N2CCOCC2)s1 (configuration not stated)	-3.6
COc1ccc(C(CNC(=O)CCNS(=O)(=O)c2ccc(Br)cc2)N2CCOCC2)cc1 (configuration not stated)	-3.9
COc1cc(CC(=O)OCC(=O)Nc2ccc(N(C)C)cc2)cc(OC)c1OC	3.7
Cc1ccccc1OCC(=O)OCC(=O)NC12CC3CC(CC(C3)C1)C2	6.2

# This is a subset; rates above refer to the full screens.
